# Screening results: PubChem BioAssay, Broad Institute
# Statin myotox sup = protects C2C12 myotubes from simvastatin toxicity; AID 602340; rescue of ATP level, % at 7.49 µM; 330,000 compounds, 0.78% hits; ATP luminescence, 48 h; scaled: DMSO 0, geranylgeraniol control 100;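 active = mean ATP rescue above about 67%, or every replicate alone reaching that limit, limit read from the data, passing the limit was not always enough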;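 also: myotubes were challenged with 10 µM simvastatin during compound exposure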
# Cneo AK release = causes C. neoformans cell lysis. adenylate kinase release luminescence, 4 h; normalised: neutral wells 0, clomiphene wells 100. lysis activity, % at 15 µM. 360,000 compounds, 0.2% hits. AID 651654;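 active = mean lysis activity across replicates of at least 80%, whatever share of replicates individually reach that level; inactive = mean lysis activity below 80%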
#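 Test system: log-phase Cryptococcus neoformans yeast cells. Input: 5 × 10^6 yeast cells/mL. Medium: fresh YPD growth medium. Doses: single dose. Incubation: static 4 h at 37 °C with compound, 1 h detection. Measured by: luminescent adenylate kinase detection reagent. Read-out: signal increase indicating cell lysis. Benchmarks: Clomiphene.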
# FN deposition inh = fibronectin deposition inhibition; AH1F fibroblasts, Alexa488-fibronectin deposition fluorescence, overnight; inhibition, % at 12.6 µM; 350,000 compounds, 0.086% hits;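 active = mean inhibition across replicates of 30% or more, regardless of how many single replicates reach that level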;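 also: positive control wells lacked labelled fibronectin entirely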
#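 Measured by – fluorescence 485/525 nm · System – AH1F fibroblast monolayer, labelled fibronectin deposition · Amount – 10000 cells per well · Buffer or medium – serum-reduced DMEM (2% serum) · Doses – single dose, pinned · Also added – fluorescent fibronectin at 24 nM final · Schedule – 1 h cell attachment, overnight exposure to compound and label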
# miR122 inh = blocks miR-122 activity in Huh7 sensor cells. activation (reporter increase), % at 12.5 µM. Huh7 miR-122 Renilla luciferase sensor, 48 h; neutral wells = 0, positive control = 100. 340,000 compounds, 0.3% hits;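 active = mean replicate activation score at least 90 and every replicate individually at or above 90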;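 also: higher luciferase means less miR-122 activity so hits act as miR-122 inhibitors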
# GSIS activator = GLuc luminescence reporter in INS-1E cells, primary screen for activators of glucose-dependent secretion of insulin | AID 743287 | INS-1E GLuc reporter insulin secretion, 2-3 h | 370,000 compounds, 0.61% hits | activation, % at 16.6 µM;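 active = lowest replicate activation of at least 40%, so every replicate reaches that level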;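 also: 0% = median of neutral control wells and 100% = median of IBMX positive control wells; some compounds called inactive have numbers as strong as hits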
# PglD DTNB = inhibitors of Campylobacter jejuni PglD acetyltransferase | purified PglD enzyme, DTNB colorimetric CoA detection | inhibition, % at 12.5 µM | 360,000 compounds, 0.098% hits; in the data active = inhibition above about 16%, passing the limit was not always enough; also: strong numbers were not always called active
# F508del corr = CFTR F508del correction in bronchial cells; 350,000 compounds, 0.36% hits; activity (quench increase), % at 7.58 µM; CFBE cells, YFP halide quenching; stimulated with forskolin plus potentiator P3; % fluorescence drop versus neutral controls;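 active = mean added fluorescence quench of at least 8% versus neutral control, with both replicates also reaching 8%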;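 also: cells transiently co-express mutant CFTR-F508del with the halide-sensitive YFP; corrector assay measuring rescue of mutant channel to the surface after 24 h compound exposure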
# PGC1a acetyl inh = modulators of PGC1a acetylation | U2OS PGC1a acetylation, AlphaScreen anti-acetyl-lysine; with virally co-expressed GCN5 acetyltransferase | inhibition, % at 15.6 µM | 350,000 compounds, 0.17% hits | AID 651687;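 active = every replicate shows inhibition of at least 40%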;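 also: 0% = neutral control wells and 100% = positive control wells; some results beyond the cut were filed as inactive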
# An asterisk follows results filed as active; / = no result given; [ ] = another dose, or the depositor's remark.
SMILES,Statin myotox sup,Cneo AK release,FN deposition inh,miR122 inh,GSIS activator,PglD DTNB,F508del corr,PGC1a acetyl inh
COc1ccc(CCNC(=O)c2ccc(CS(=O)(=O)Cc3cccc(C)c3)o2)cc1OC,-2.8,-1.5,8.0,4.8,10.1,-0.6,-3.2,-1.4
CC(=O)c1cccc(NC(=O)C2CC(=O)N(C3CCCC3)C2)c1 (stereo not drawn),-1.4,-1.1,0.2,9.1,-9.6,-2.5,-3.2,-7.8
O=C(c1ccc(CSc2nc3ccncc3[nH]2)cc1)N1CCN(c2cccc(Cl)c2)CC1,-9.6,2.7,2.3,-7.1,/,5.5,5.5,4.4
CN(CC(=O)Nc1ccc(Cl)c(Cl)c1)C(=O)c1cccc2cccnc12,1.3,-0.7,10.0,-5.2,-20.7,2.3,2.0,9.9
O=C(C[C@H]1CC[C@H]2[C@@H](COC[C@@H](O)CN2Cc2cc(F)ccc2F)O1)NCc1ccc(Oc2ccccc2)cc1,6.8,-1.3,20.1,-4.9[16.7 µM],-14.4,1.8,4.4,-6.1
Cc1cc(C)cc(C(=O)Nn2cnnc2)c1,15.9,-4.8,1.8,-6.2,5.9,4.4,-0.3,-8.8
C[C@@H]1CN([C@@H](C)CO)C(=O)Cc2cc(NC(=O)C3CCCCC3)ccc2O[C@H]1CN(C)C(=O)Nc1ccc(F)cc1,-43.2,-6.0,-7.7,4.8[16.7 µM],-20.3,1.7,1.8,-1.2
OC1(c2ccc3c(c2)OCO3)CCN(Cc2ccc(F)cc2)CC1,-6.3,0.7,7.9,5.4,-1.4,-3.0,-1.2,-1.0
Cc1nc2ccccn2c1C(=O)N/N=C/c1ccc2c(c1)OCO2,/,-0.6,2.2,-4.0,7.9,-4.1,/,-1.4
NNC(=O)Cn1c(COc2ccc(Cl)cc2)nc2ccccc21,/,2.2,-3.3,-1.6,-17.6,-2.1,/,-2.1

# Laid out differently: results already given.
smiles	Statin myotox sup	Cneo AK release	FN deposition inh	miR122 inh	GSIS activator	PglD DTNB	F508del corr	PGC1a acetyl inh
O=C(C[C@H]1CC[C@H]2[C@@H](COC[C@@H](O)CN2Cc2cc(F)ccc2F)O1)NCc1ccc(Oc2ccccc2)cc1	6.8	-1.3	20.1	-4.9[16.7 µM]	-14.4	1.8	4.4	-6.1
NNC(=O)Cn1c(COc2ccc(Cl)cc2)nc2ccccc21	/	2.2	-3.3	-1.6	-17.6	-2.1	/	-2.1
Cc1cc(C)cc(C(=O)Nn2cnnc2)c1	15.9	-4.8	1.8	-6.2	5.9	4.4	-0.3	-8.8

# Next section:
SMILES,Statin myotox sup,Cneo AK release,FN deposition inh,miR122 inh,GSIS activator,PglD DTNB,F508del corr,PGC1a acetyl inh
CC(=O)N(CCc1cccc(C)c1)Cc1cc2ccc(C)cc2[nH]c1=O,20.2,-0.6,0.2,1.3,-2.4,-0.9,2.5,14.8
COc1cc(OC)c(C(=O)Nc2cc(S(=O)(=O)N3CCOCC3)ccc2N2CCOCC2)cc1OC,-2.6,-0.3,-1.5,2.4,/,3.0,-2.4,9.4
CCCCCC(=O)N1C[C@@H](n2cc(C3CC3)nn2)[C@H](O)C[C@@H]1c1ccccc1,-13.9,-3.3,0.0,2.6,2.6,-4.4,-1.1,-1.6
COc1ccc(S(=O)(=O)N(C)C[C@@H]2OCCCC[C@H](C)Oc3ccc(NC(=O)Nc4c(C)noc4C)cc3C(=O)N([C@H](C)CO)C[C@H]2C)cc1,25.1,57.6,3.0,8.4[16.7 µM],4.4,1.8,0.0,-2.0
O=S(=O)(Nc1nc(-c2ccccc2)cs1)c1cccc(C(F)(F)F)c1,5.1,0.0,-8.3,5.0,-26.8,-3.8,0.1,/
Nc1nonc1-n1nnc(C(=O)N/N=C/c2cccc(Cl)c2)c1-c1ccc2c(c1)OCO2,-16.5,-0.9,13.6,-10.2,-4.9,-4.6,0.9,-3.0
C[C@H](CO)N1C[C@H](C)[C@@H](CN(C)Cc2ccccc2)Oc2ccc(NC(=O)Cc3cn(C)c4ccccc34)cc2CC1=O,54.9,15.8,/,-3.6[16.7 µM],-19.3,-0.7,-1.9,/
COc1ccc(C2/C(=C(/O)c3ccc(F)cc3)C(=O)C(=O)N2c2ccccn2)cc1OC (stereo not drawn),8.9,-1.1,2.9,7.4,21.9,2.4,0.9,-26.2
CNS(=O)(=O)c1cccc(C(=O)NCC(c2ccco2)N(C)C)c1 (stereo not drawn),4.4,-1.4,-5.7,-4.0,11.2,-0.8,-2.8,27.4
CCCCNC(=O)CN1CCC2(O)CCCCC2C1c1ccccc1OC (stereo not drawn),13.7,9.6,/,-5.4,/,-4.3,/,-4.9
O=C(CCc1nnc(CCCCc2ccccc2)o1)NCc1cccc(F)c1,5.3,0.8,-11.4,-1.2,-17.9,-4.9,/,-0.6
CC(=O)c1c(C)[nH]c(C(=O)NCc2ccccc2Cl)c1C,-1.6,-0.7,1.8,89.2,/,1.2,/,4.9
CCC(=O)N(C)C[C@@H]1Oc2ncc(C#CC(C)(C)O)cc2C(=O)N([C@@H](C)CO)C[C@H]1C,1.9,1.6,4.2,6.7[16.7 µM],0.9,-1.6,-0.6,13.0
CC(C)CNC(=O)COC(=O)c1ccc([N+](=O)[O-])cc1Cl,/,-2.8,0.1,-6.6,-12.7,-1.3,/,/
O=C(COc1ccc(Br)cc1Cl)c1ccc[nH]1,-3.7,2.1,-1.6,-5.7,0.3,4.0,-3.2,/
O=C(NCCOc1ccc(Cl)cc1)c1cccc(S(=O)(=O)N2CCCC2)c1,-4.4,-1.9,-5.2,37.3,-53.0,-0.7,2.4,4.4
CN(C)CC(=O)Nc1ccc2c(c1)[C@H]1C[C@H](CC(=O)N3CCc4ccccc4C3)O[C@H](CO)[C@H]1O2,-0.2,5.2,1.4,0.8[16.7 µM],-6.1,-2.0,-0.5,3.8
NC(=O)c1cnccc1C=Cc1ccccc1,-7.8,0.3,-2.1,-2.7,/,3.3,-1.6,-0.9
Cc1ccc(NC(=O)CCSc2nnnn2-c2ccc3c(c2)OCO3)cc1C,/,3.1,/,3.1,/,0.8,/,-17.0
O=c1nc2sc3ccccc3n2c(=O)n1-c1ccc(Cl)cc1,/,-5.7,-14.4,/,-4.6,-3.9,-1.2,/
CN(C)C(=O)[C@@H]1[C@@H](CO)[C@@H]2Cn3c(ccc(C4=CCCC4)c3=O)[C@H]1N2S(=O)(=O)c1cn(C)cn1,9.7,0.7,7.7,/,15.9,-1.6,/,/
O=C(O)C1C2CCCCC2=C2CCCCC2C1C(=O)c1ccccc1 (stereo not drawn),26.4,-0.6,2.6,1.3,-0.6,-2.9,-0.8,-3.5
Cn1nnnc1SCC(=O)Nc1ccccc1-c1ccccc1,/,1.2,/,-3.9,/,-0.2,/,2.9
CCn1ncc([N+](=O)[O-])c1C(=O)Nc1ccc(C)c(C)c1,-0.2,0.1,-3.2,14.4,-13.2,0.7,0.6,/
Cc1ccc(CNC(=O)CCNS(=O)(=O)c2cccc3nsnc23)cc1,-11.4,0.3,-3.5,2.2,5.6,3.0,-0.6,-3.6
Cc1noc(C)c1S(=O)(=O)N(C)C[C@H]1Oc2ccc(NC(=O)NC3CCCCC3)cc2CC(=O)N([C@@H](C)CO)C[C@H]1C,6.9,1.1,8.5,1.3[16.7 µM],-5.6,-2.8,-4.4,3.4
COc1ccc(NC(=O)CN(C)CC(=O)Nc2sc3c(c2C(N)=O)CCC3)cc1,-0.6,-2.1,4.4,7.0,17.4,-1.0,1.9,-8.8
C[C@H](O)C#Cc1ccc([C@H]2[C@@H](CO)N3CCCCN(CC4CCOCC4)C[C@@H]23)cc1,/,-0.8,-11.0,16.6[16.7 µM],33.8,-4.1,-1.6,3.0
CCCC#Cc1cnc2c(c1)C(=O)N([C@H](C)CO)C[C@H](C)[C@H](CN(C)S(=O)(=O)c1cn(C)cn1)O2,1.2,-2.9,/,-3.6[16.7 µM],20.6,-0.9,1.5,9.2
Cc1nc(C(=O)NCc2ccccc2)sc1C1(C)CC(c2cccc([N+](=O)[O-])c2)=NO1 (stereo not drawn),5.6,-0.3,9.0,-5.9,0.4,3.0,-0.1,/
O=C(O)c1ccc(Nc2nc3ccccc3nc2NS(=O)(=O)c2cccs2)cc1,-43.7,4.1,-7.0,-6.8,27.0,0.9,0.8,0.3
CCOC(=O)c1c(S(=O)(=O)Nc2ccc(C)c(F)c2)c(C)n(C)c1C,2.8,-0.4,3.6,28.1,24.5,-5.3,-0.6,-4.5
CCCCOC(=O)Nc1nnc(SCCOc2ccc(C)cc2)s1,0.6,3.2,-2.5,4.3,8.6,-6.0,/,10.0
C=CCSc1nc(=O)n2ccc(C)cc2n1,-7.1,-0.4,0.4,-24.7,-2.2,6.0,-2.1,11.7
CCC(=O)Nc1ccc2c(c1)C(=O)N(C)C[C@H](OC)[C@@H](C)CN(CC1CCOCC1)[C@H](C)CO2,-2.5,0.0,/,10.4[16.7 µM],14.8,-0.2,0.9,-5.8
CO[C@H]1CN(C)C(=O)c2cc(NC(=O)Nc3ccccc3F)ccc2OC[C@@H](C)N(C(C)=O)C[C@@H]1C,2.4,-6.4,-8.0,/,-8.1,3.4,0.0,3.4
Cc1cccc(NC(=O)CNC(=O)c2cccc(S(=O)(=O)NCc3cccs3)c2)c1C,3.9,-1.1,/,/,-18.3,-1.3,-2.2,-4.3
COC(=O)c1c2oc(c1C(=O)OC)C(=O)N(C)Cc1cn(nn1)C[C@@H](C)NC(=O)N[C@H](CO)CC2,/,6.7,/,/,/,0.4,-0.8,8.3
COC(=O)c1c(NC(=O)c2c(OC)cccc2OC)sc2c1C(C(=O)OC)CC2 (stereo not drawn),2.3,-1.8,13.7,5.6,-10.5,2.6,0.3,-7.1
C[C@H]1CN([C@@H](C)CO)S(=O)(=O)c2ccc(-c3ccncc3)cc2O[C@@H]1CN(C)C,8.2,-0.1,1.0,1.3[16.7 µM],17.5,-2.7,-1.1,8.7

# Part of the list above, bar-delimited:
Molecule | Statin myotox sup | Cneo AK release | FN deposition inh | miR122 inh | GSIS activator | PglD DTNB | F508del corr | PGC1a acetyl inh
COc1ccc(C2/C(=C(/O)c3ccc(F)cc3)C(=O)C(=O)N2c2ccccn2)cc1OC (stereo not drawn) | 8.9 | -1.1 | 2.9 | 7.4 | 21.9 | 2.4 | 0.9 | -26.2
CO[C@H]1CN(C)C(=O)c2cc(NC(=O)Nc3ccccc3F)ccc2OC[C@@H](C)N(C(C)=O)C[C@@H]1C | 2.4 | -6.4 | -8.0 | / | -8.1 | 3.4 | 0.0 | 3.4

# Other structures follow.
SMILES,Statin myotox sup,Cneo AK release,FN deposition inh,miR122 inh,GSIS activator,PglD DTNB,F508del corr,PGC1a acetyl inh
CNc1ccc(-c2cccc(C#N)c2)cn1,1.8,-0.9,2.8,0.2,5.4,1.7,1.4,7.7
CCC(C(=O)OCCN(CC)CC)c1ccccc1 (stereo not drawn),-0.8,0.8,-8.5,-2.5,/,6.0,-1.3,1.5
CC(C)CC1NC(=O)c2cccnc2-n2c1nc1cc(F)c(F)cc1c2=O (stereo not drawn),3.5,-2.8,/,-1.6,0.4,-4.9,-1.2,13.1
CCCC#Cc1ccc2c(c1)O[C@H](CN(C)Cc1cccnc1)[C@@H](C)CN([C@H](C)CO)S2(=O)=O,-70.4,-0.9,2.8,62.5[16.7 µM],-8.7,-0.3,/,-6.6
O=[N+]([O-])c1ccc(/C=N/Nc2cc(Cl)nc(-c3ccccc3)n2)cc1,-20.8,4.1,/,-3.2,33.2,3.6,/,4.8
COCCNc1nnc(SCC(=O)c2c[nH]c3ccccc23)s1,/,3.7,1.1,3.1,0.9,-0.9,/,-28.3

# Compounds were not picked by outcome; any-hit rate near 2.1%.
